miR-122 sensor = miR-122 inhibition in Huh7 cells. Huh7 miR-122 Renilla luciferase sensor, 48 h; neutral wells = 0, positive control = 100. activation (reporter increase), % at 12.5 µM. 340,000 compounds, 0.3% hits. AID 602342;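 active means mean replicate activation score at least 90 and every replicate individually at or above 90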;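 further: higher luciferase means less miR-122 activity so hits act as miR-122 inhibitors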
Cneo AK release = Cryptococcus neoformans lysis via adenylate kinase release. C. neoformans lysis, adenylate kinase release luminescence, 4 h; normalised: neutral wells 0, clomiphene wells 100. lysis activity, % at 15 µM. 360,000 compounds, 0.2% hits;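 active means mean lysis activity across replicates of at least 80%, whatever share of replicates individually reach that level; inactive means mean lysis activity below 80%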
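Material: C. neoformans cells | Amount: Yeast cell density of 5 × 10^6 cells/mL | Medium: Fresh YPD growth medium | Dosing: Single dose | Times: Static 4 h at 37 °C with compound, 1 h detection | Detection: AK luminescence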
PGC1a acetyl inh = modulators of PGC1a acetylation. U2OS PGC1a acetylation, AlphaScreen anti-acetyl-lysine; with virally co-expressed GCN5 acetyltransferase. inhibition, % at 15.6 µM. 350,000 compounds, 0.17% hits. AID 651687;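 active means every replicate shows inhibition of at least 40%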;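 further: 0% = neutral control wells and 100% = positive control wells; some results beyond the cut were filed as inactive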
ERAP1 inh = inhibitors of human ERAP1 aminopeptidase; recombinant ERAP1, Leu-AMC fluorescence, 60 min; inhibition, % at 10.7 µM; 340,000 compounds, 0.15% hits;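 active means mean replicate inhibition of at least 30%, or all replicates individually reaching that 30% level; inactive means mean below 30% and not every replicate reaching it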;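 further: 0% = neutral control wells and 100% = L-leucinethiol positive control wells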
E-selectin induc = E-selectin induction on HUVECs; P16581; HUVEC E-selectin immunofluorescence imaging; normalized: neutral wells 0, TNF-alpha wells 100; activation, % at 7.58 µM; 260,000 compounds, 0.37% hits;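 active means mean E-selectin-positive cell signal at least 10% of the positive control, reached in at least 60% of replicates, without over 20% cell loss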;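 further: in these data hits start at about 27%; measured in HUVEC primary endothelial cells; signal is the percent of cells scored E-selectin positive by PE staining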
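Test system – human umbilical vein endothelial cells (HUVEC), E-selectin induction · Input – 3,000 HUVEC seeded per well · Buffer or medium – EGM-2, gelatin · Compound dosing – single-point compound dose · Detection – immunofluorescence imaging · Measure – percent E-selectin-positive cells · Controls – TNF-alpha high, DMSO low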
RAD52 inh = inhibitors of human RAD52 DNA annealing; P43351; AID 651710; 360,000 compounds, 0.46% hits; inhibition, % at 18.7 µM; recombinant RAD52 DNA annealing, FRET fluorescence;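 active means every replicate showing at least 50% inhibition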
PglD inh = inhibitors of Campylobacter jejuni PglD acetyltransferase; 360,000 compounds, 0.098% hits; AID 602405; purified PglD enzyme, DTNB colorimetric CoA detection; inhibition, % at 12.5 µM; in the data active means inhibition above about 16%, passing the limit was not always enough; further: strong numbers were not always called active
RAD54 inh = inhibitors of human RAD54 branch migration | Q92698 | RAD54 Holliday junction branch migration, FAM/BHQ fluorescence | inhibition, % at 10.4 µM | 360,000 compounds, 0.14% hits;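 active means mean normalized replicate activity at least 40 and at least half of replicates scoring 40 or more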;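 further: 0% = median of neutral control wells and 100% = median of positive control wells; inhibitors cause a drop in the FAM fluorescence signal; in these data hits start at about 50%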
Target sequence (Q92698 whole entry, looked up): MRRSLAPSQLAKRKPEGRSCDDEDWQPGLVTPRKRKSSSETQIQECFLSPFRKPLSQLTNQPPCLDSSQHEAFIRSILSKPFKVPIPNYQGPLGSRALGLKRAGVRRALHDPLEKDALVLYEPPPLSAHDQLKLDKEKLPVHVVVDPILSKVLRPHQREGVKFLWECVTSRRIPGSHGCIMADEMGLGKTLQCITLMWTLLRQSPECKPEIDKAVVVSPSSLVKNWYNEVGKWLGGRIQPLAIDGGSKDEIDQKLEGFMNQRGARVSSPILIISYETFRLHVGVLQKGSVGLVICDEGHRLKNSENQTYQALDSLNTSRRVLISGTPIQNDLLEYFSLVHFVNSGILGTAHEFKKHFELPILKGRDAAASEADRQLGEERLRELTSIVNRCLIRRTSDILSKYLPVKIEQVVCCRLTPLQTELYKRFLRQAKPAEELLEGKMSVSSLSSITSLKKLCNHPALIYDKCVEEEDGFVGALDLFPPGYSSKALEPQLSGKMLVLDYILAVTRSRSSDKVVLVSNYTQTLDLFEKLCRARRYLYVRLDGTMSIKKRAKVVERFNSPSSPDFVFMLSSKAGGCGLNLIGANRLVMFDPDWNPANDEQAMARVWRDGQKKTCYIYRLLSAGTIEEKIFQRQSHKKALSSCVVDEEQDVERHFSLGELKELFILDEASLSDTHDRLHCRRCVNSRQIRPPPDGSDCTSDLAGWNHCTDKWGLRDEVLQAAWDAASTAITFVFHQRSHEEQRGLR
An asterisk follows results filed as active; x = no result given; & = joins results of further samples; [ ] = dose if it differs, or a comment.

Field names – A = miR-122 sensor; B = Cneo AK release; C = PGC1a acetyl inh; D = ERAP1 inh; E = E-selectin induc; F = RAD52 inh; G = PglD inh; H = RAD54 inh
structure: C#CCOCCOCCOCCNc1nc(N2CCN(C(=O)[C@H]([C@@H](C)CC)n3cc([C@@H](N)CC(C)C)nn3)CC2)nc(N2CCN(C(=O)[C@H](CCCCN)n3cc([C@@H](N)C(C)CC)nn3)CC2)n1 (some centres not stated)
  A: 0; B: 23; C: x; D: x; E: x; F: x; G: 1; H: 8
structure: CC1(C)Cc2nc(-c3ccccc3)nc(SCC(=O)N3CCOCC3)c2CO1
  A: 4; B: 1; C: 11; D: -1; E: 0.1; F: -6; G: -5; H: -21
structure: CCOC(=O)Cc1csc(NC(=O)CN(C)S(=O)(=O)c2cccc3cccnc23)n1
  A: -6; B: -2; C: 2; D: x; E: x; F: -19; G: -7; H: 4
structure: O=C(NCCCNC(=O)c1cnccn1)c1cccc(F)c1
  A: -4; B: x; C: 4; D: -1; E: 0.1; F: -2; G: x; H: x
structure: CCn1c(=S)sc2c(=O)n(CC(=O)Nc3ccc(C(C)=O)cc3)c(C)nc21
  A: 0; B: -1; C: -8; D: -1; E: 0.6; F: -10; G: 2; H: 1
structure: C[C@@H]1CN([C@@H](C)CO)C(=O)CCCn2nncc2CO[C@@H]1CN(C)S(=O)(=O)c1ccc2c(c1)OCCCO2
  A: -1; B: 0&2; C: -1; D: 7&-2; E: -0.1; F: -6&7; G: -1&2; H: 0&-1
structure: Cc1ccc(OCc2cc(C(=O)NCc3ccc(OC(F)(F)F)cc3)no2)cn1
  A: x; B: 1; C: x; D: 1; E: x; F: -21; G: -8; H: -2
structure: CCCN1CNc2c(c(=O)[nH]c(=S)n2CCc2ccc(OC)c(OC)c2)C1
  A: -2; B: -1; C: x; D: 9; E: 1.6; F: -28; G: 0; H: -8
structure: Cn1nc(C(=O)NCCCN2CCCCC2)c2c1-c1ccccc1S(=O)(=O)C2
  A: 0; B: 0; C: -4; D: x; E: x; F: x; G: 1; H: 2
structure: C[C@H]1CN([C@@H](C)CO)S(=O)(=O)c2ccc(C3=CCCCC3)cc2O[C@H]1CN(C)C(=O)Cc1ccccc1
  A: 9[16.7 µM]; B: 3; C: 14; D: 2; E: 0.2; F: 21; G: -3; H: -14
structure: COc1ccc(Nc2c(-c3ccc(OC)cc3)nc3cnccn23)cc1
  A: 0; B: -1; C: -2; D: 2; E: 0.5; F: -20; G: 0; H: 2
structure: O=C(C[C@@H]1CC[C@@H]2[C@H](COC[C@H](O)CN2S(=O)(=O)c2ccc(F)cc2)O1)N[C@H]1CCN(Cc2ccccc2)C1
  A: 4[16.7 µM]; B: 6; C: -1; D: 1; E: 0.0; F: 19; G: -3; H: 14
structure: OC[C@@H]1[C@H](c2ccc(C#CC3(O)CCCC3)cc2)[C@@H]2CN(Cc3ccncc3)CCCCN12
  A: 4[16.7 µM]; B: 0; C: 11; D: 0; E: -0.4; F: -8; G: -2; H: 2
structure: CN(C)S(=O)(=O)c1ccc(Cl)c(C(=O)Nc2nc3ccccc3[nH]2)c1
  A: 3; B: -4; C: 3; D: -1; E: 30*; F: -7; G: 0; H: -3
structure: Fc1cccc2sc(N3CCCC3)nc12
  A: x; B: x; C: -2; D: -1; E: 0.0; F: -7; G: x; H: x
structure: O=C(N[C@H]1CC[C@H](CCNC(=O)C2CCCC2)O[C@H]1CO)c1ccncc1
  A: -6[16.7 µM]; B: -1; C: -1; D: -1; E: -0.4; F: -5; G: 2; H: 10
structure: C[C@H]1CN([C@@H](C)CO)C(=O)Cc2cc(NS(=O)(=O)c3ccc(F)cc3)ccc2O[C@H]1CN(C)C(=O)Nc1ccccc1
  A: 0[16.7 µM]; B: 1; C: -4; D: 1; E: -0.1; F: 0; G: -4; H: -3
structure: Cc1cccc(CSc2ncccc2C(=O)O)c1
  A: 1; B: 5; C: 1; D: -2; E: x; F: -11; G: -2; H: -3
structure: COc1ccc(C2CC(=O)N3CN(Cc4ccco4)CSC3=C2C#N)cc1 (configuration not stated)
  A: 30; B: 0; C: x; D: x; E: x; F: x; G: 3; H: -6
structure: COc1ccc2nc3c(cc2c1)c(NC(=O)CC(C)C)nn3CC(C)C
  A: 6; B: -1; C: -18; D: 3; E: x; F: -8; G: 5; H: 1
structure: C=CCSc1nc2c(c(=O)[nH]c(=O)n2C)n1C(C)C
  A: -1; B: 0; C: 5; D: x; E: x; F: x; G: -3; H: -4
structure: COc1ccc(S(=O)(=O)Nc2ccc3c(c2)C(=O)N([C@H](C)CO)C[C@@H](C)[C@H](CN(C)S(=O)(=O)c2cccs2)OCCCC[C@@H](C)O3)cc1
  A: -14[16.7 µM]; B: 0; C: -18; D: 5; E: x; F: -14; G: -1; H: -2
structure: CCOC(=O)Cn1nc(-c2ccc(F)cc2)cc(Cc2ccccc2)c1=O
  A: 0; B: -1; C: -9; D: 5; E: x; F: -2; G: -3; H: -1
structure: COc1ccc(S(=O)(=O)NCC(=O)O)cc1C(=O)NC1CCCCC1
  A: 1; B: -2; C: -4; D: x; E: x; F: x; G: 8; H: 0
structure: COc1ccc2[nH]cc(CCNC(=O)Nc3ccccc3)c2c1
  A: 0; B: -3; C: x; D: -1; E: x; F: -11; G: -4; H: 4
structure: CCSc1nc(-c2ccccc2)c(C#N)c(=O)[nH]1
  A: -8; B: -4; C: 0; D: x; E: x; F: x; G: 1; H: -1
structure: CCOc1ccc2nc(COC(=O)c3cccc([N+](=O)[O-])c3)c(C(C)=O)[n+]([O-])c2c1
  A: -5; B: -5; C: -5; D: -4; E: 0.0; F: -4; G: 11; H: 7
structure: Cn1c(=O)c2c(ncn2CC(=O)N2CCCc3ccccc32)n(C)c1=O
  A: -2; B: 2; C: 1; D: x; E: x; F: x; G: 2; H: -4
structure: CCOc1ccc(S(=O)(=O)N2CCC(C(=O)NCCc3ccc(OC)c(OC)c3)CC2)cc1
  A: x; B: -1; C: x; D: 1; E: x; F: -18; G: -6; H: -2
structure: CCOC(=O)c1ccc(NC(=O)CCNc2c(N3CCCC3)c(=O)c2=O)cc1
  A: -5; B: 2; C: -7; D: x; E: x; F: x; G: 8; H: 5
structure: c1ccc(-n2nnnc2SCc2cn3cccnc3n2)cc1
  A: 24; B: -3; C: -4; D: x; E: x; F: x; G: 3; H: -14
structure: CCOC(=O)N1CCN(c2c(NCc3ccccn3)c(=O)c2=O)CC1
  A: 9; B: -2; C: 13; D: 0; E: -1.5; F: -15; G: -2; H: 6
structure: C[C@@H]1CN([C@H](C)CO)C(=O)c2cccc(NS(=O)(=O)c3ccc(F)cc3)c2O[C@@H]1CN(C)C
  A: 2[16.7 µM]; B: -1; C: -9; D: -1; E: 0.0; F: -6; G: 3; H: 4
structure: COc1ccccc1-c1c(C)nn2c(N3CCC(C)CC3)cc(C)nc12
  A: -4; B: x; C: -2; D: x; E: 1.2; F: 5; G: x; H: x
structure: CCC(=O)N(C)C[C@@H]1Oc2ncc(C#CCC(C)C)cc2C(=O)N([C@H](C)CO)C[C@@H]1C
  A: 15[16.7 µM]; B: -3; C: -7; D: 1; E: 0.2; F: -3; G: -1; H: -6
structure: COc1ccccc1C1N(c2cc(Cl)ccc2OC)C(=O)C2CCCN21 (configuration not stated)
  A: x; B: 0; C: x; D: x; E: -0.3; F: -26; G: 3; H: -8
structure: C[C@@H]1CN([C@@H](C)CO)C(=O)c2cccc(NS(=O)(=O)c3cn(C)cn3)c2O[C@H]1CN(C)Cc1ccncc1
  A: 0[16.7 µM]; B: 1; C: 4; D: -1; E: 53*; F: 2; G: -8; H: -11
structure: CSCCC(NC(=O)c1ccc(Cl)cc1Cl)C(=O)NNC(=O)c1ccncc1 (configuration not stated)
  A: -5; B: -1; C: 1; D: 1; E: x; F: -16; G: -3; H: 5
structure: COc1ccc(Cl)c2sc(N(Cc3cccnc3)C(C)=O)nc12
  A: -5; B: 1; C: -4; D: -6; E: x; F: -3; G: 6; H: 9
structure: C[C@@H]1CCCCO[C@H](CN(C)C(=O)NC2CCCCC2)[C@@H](C)CN([C@H](C)CO)C(=O)c2cc(NS(C)(=O)=O)ccc2O1
  A: 13[16.7 µM]; B: 4; C: -13; D: x; E: x; F: x; G: -2; H: -1

Of the compounds above, these contain a Cl atom:
Field names – A = miR-122 sensor; B = Cneo AK release; C = PGC1a acetyl inh; D = ERAP1 inh; E = E-selectin induc; F = RAD52 inh; G = PglD inh; H = RAD54 inh
structure: CN(C)S(=O)(=O)c1ccc(Cl)c(C(=O)Nc2nc3ccccc3[nH]2)c1
  A: 3; B: -4; C: 3; D: -1; E: 30*; F: -7; G: 0; H: -3
structure: COc1ccccc1C1N(c2cc(Cl)ccc2OC)C(=O)C2CCCN21 (configuration not stated)
  A: x; B: 0; C: x; D: x; E: -0.3; F: -26; G: 3; H: -8
structure: CSCCC(NC(=O)c1ccc(Cl)cc1Cl)C(=O)NNC(=O)c1ccncc1 (configuration not stated)
  A: -5; B: -1; C: 1; D: 1; E: x; F: -16; G: -3; H: 5
structure: COc1ccc(Cl)c2sc(N(Cc3cccnc3)C(C)=O)nc12
  A: -5; B: 1; C: -4; D: -6; E: x; F: -3; G: 6; H: 9

Next records.
Field names – A = miR-122 sensor; B = Cneo AK release; C = PGC1a acetyl inh; D = ERAP1 inh; E = E-selectin induc; F = RAD52 inh; G = PglD inh; H = RAD54 inh
structure: CNc1[nH]c(=O)[nH]c(=O)c1N=Nc1cc(Cl)ccc1Cl
  A: 1; B: 1; C: x; D: x; E: 0.2; F: -13; G: 5; H: -2
structure: O=C(Nc1ccc2c(c1)[C@@H]1C[C@@H](CC(=O)N3CCc4ccccc4C3)O[C@@H](CO)[C@@H]1O2)c1ccc2c(c1)OCO2
  A: 3[16.7 µM]; B: -9; C: -2; D: -2; E: 0.2; F: -13; G: 0; H: -6
structure: CCCC(=O)Nc1ccc2c(c1)C(=O)N(C)C[C@@H](OC)[C@@H](C)CN(C(=O)c1ccccc1F)[C@H](C)CO2
  A: -1[16.7 µM]; B: -5; C: -6; D: -2; E: -0.1; F: -22; G: 1; H: -1
structure: COc1cc(OC)cc(-c2nc(-c3ccccc3OC)no2)c1
  A: 12; B: 0; C: 9; D: x; E: x; F: x; G: 4; H: -6
structure: CC=Cc1ccc2n(c1=O)C[C@@H]1[C@@H](CO)[C@H](C(=O)N[C@@H](C)c3ccccc3)[C@H]2N1CC1CC1 (mixture of isomers)
  A: 9[16.7 µM]; B: 57; C: x; D: 0; E: -0.5; F: 11; G: 13; H: 6
structure: O=c1[nH]c(SCc2ccccc2)nc2[nH]ncc12
  A: 9; B: 0; C: x; D: -1; E: x; F: -20; G: -8; H: -2
structure: Cc1noc(C)c1S(=O)(=O)Nc1ccc2c(c1)C(=O)N([C@@H](C)CO)C[C@@H](C)[C@@H](CN(C)C(=O)NC(C)C)O2
  A: -1[16.7 µM]; B: 2; C: -10; D: 1; E: 0.3; F: -11; G: 0; H: -7
structure: O=C(Nc1nnc(-c2ccc3c(c2)CCCC3)o1)c1c(F)cccc1F
  A: x; B: x; C: -1; D: 3; E: 1.2; F: -2; G: x; H: x
structure: Cc1nc2scc(-c3cccs3)c2c(=O)[nH]1
  A: -1; B: 0; C: 7; D: x; E: x; F: x; G: 4; H: 2
structure: Cc1cc(C(=O)N(NC(=O)C(C)C)c2ccccc2)cs1
  A: 3; B: -1; C: 10; D: -2; E: 0.1; F: -9; G: -8; H: -6
